Compound activity (PubChem)
Pf Dd2 growth: inhibitors of Plasmodium falciparum Dd2 growth. hit rate 4.3% among 120,000. P. falciparum Dd2 growth, SYBR Green, 72 h. AID 1347417. Potency, µM (doses to about 28.9 µM), without a hit: at the top dose activity, negative = inhibition, most hits filed as inhibitors; active means well fitted inhibition curve with a large enough effect; inconclusive means small, poorly fitted or top-dose-only effect; inactive means no such curve, though single readings can be large or run the other way;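 further: plate controls were DMSO vehicle for no effect and reference drug for full effect; nearly all actives have a fitted effect of over 65% in size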
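Infected erythrocytes (Dd2, 0.3% parasitemia, 2.5% hematocrit final) are added to compound in RPMI-1640/Albumax II medium, grown 72 h at 37C in low oxygen, then lysed with saponin/Triton-X containing SYBR Green and read by fluorescence.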
The depositor's hits bear a star; i = inactive; u = inconclusive; [ ] = another dose, or the depositor's remark. Potency means the concentration at half of the fitted maximal effect. Not all compounds are listed. The share of hits here may be higher or lower than overall.

SMILES	Pf Dd2 growth
COc1ccc(OC)c(S(=O)(=O)N2CCC([C@H]3[C@@H](OC)C(=O)N3C(C)C)CC2)c1	u
CCC(Sc1nc2ccccc2c2nc(CCn3cncc3C)nn12)C(=O)Nc1cccc(OC)c1 (configuration not stated)	7.1µM*
CCCNC(=O)N(C1CCOCC1)C1CCN(S(=O)(=O)c2ccc(C)cc2C)CC1	u
CCOc1ccc(NC(=O)Cn2cc(C(=O)c3cccs3)c3ccccc32)cc1	59%[activator][5.79 µM]
COCCN1C(=O)CC[C@]2(C(=O)NCc3ccc(OC)cc3OC)CCCC[C@@H]12	i
CCCN(CC1CCOC1)C(=O)Nc1cc(C)ccc1C (configuration not stated)	i[5.79 µM]
Cc1ccnc(NC(c2cccc(O)c2)c2ccc3ccc(C)nc3c2O)c1 (configuration not stated)	u
Cc1ccccc1C(=O)Nc1cccc(-c2nc3cccnc3s2)c1	u
Cc1cccc(NC(c2ccccc2F)c2ccc3ccc(C)nc3c2O)n1 (configuration not stated)	u
COC1CCC12CCN(C(=O)c1sc(C)nc1C)CC2 (configuration not stated)	18%
COc1ccccc1-c1noc(-c2nnn3c2COC(c2ccc(C)cc2C)C3)n1 (configuration not stated)	i
CCCC(=O)NC1CCN(c2ccccc2)C1=O (configuration not stated)	15%
COc1ccc(CNC(=O)Nc2ccc3c(c2)N(C)C(=O)c2ccccc2S3)cc1OC	4%
Cc1cccc2nc(-c3ccccn3)c(Nc3ccccc3)n12	7.1µM*
Cc1ccccc1Cc1c(C)nc2c(-c3ccccc3)c(C)[nH]n2c1=O	29%
Cc1ccc(NC(=O)Cn2c(=O)n(CCC(=O)N3CCc4ccccc4C3)c(=O)c3ccccc32)c(C)c1	i
COc1ccc(OCC(=O)Nc2cc(-c3nc4ccccc4s3)ccc2C)cc1	3%
COCCOCc1nc(C2CCCN2C(=O)c2cccs2)no1 (configuration not stated)	-8%

Given with bars between the fields: entries from further up.
SMILES | Pf Dd2 growth
CCCC(=O)NC1CCN(c2ccccc2)C1=O (configuration not stated) | 15%
COc1ccc(CNC(=O)Nc2ccc3c(c2)N(C)C(=O)c2ccccc2S3)cc1OC | 4%

Fetched by structure from above (2):
SMILES	Pf Dd2 growth
CCOc1ccc(NC(=O)Cn2cc(C(=O)c3cccs3)c3ccccc32)cc1	59%[activator][5.79 µM]
COCCN1C(=O)CC[C@]2(C(=O)NCc3ccc(OC)cc3OC)CCCC[C@@H]12	i

Shown bar-delimited: entries from further up.
smiles | Pf Dd2 growth
COc1ccccc1-c1noc(-c2nnn3c2COC(c2ccc(C)cc2C)C3)n1 (configuration not stated) | i
CCCC(=O)NC1CCN(c2ccccc2)C1=O (configuration not stated) | 15%
COc1ccc(CNC(=O)Nc2ccc3c(c2)N(C)C(=O)c2ccccc2S3)cc1OC | 4%
Cc1cccc2nc(-c3ccccn3)c(Nc3ccccc3)n12 | 7.1µM*
